# AGP1-GFP MLPCN – alters AGP1-GFP fluorescence in TOR pathway yeast screen. 0.02% of 320,000 active. AID 2066. S. cerevisiae AGP1-GFP multiplex flow cytometry, 3 h; GFP as percent of DMSO wells. GFP response vs DMSO, % at 10 µM;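 active = GFP response relative to DMSO above a set limit, near screen average plus 3 SD, cut at about 150% in these data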;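 note: median GFP channel fluorescence of the gated AGP1 strain per well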
# GLD-1 RNA inh – GLD-1-TGE RNA interaction inhibition (C. elegans). Q17339. purified GLD-1 + fluorescein TGE RNA, fluorescence polarization. inhibition, % at 5.96 µM. 0.44% of 320,000 active. AID 2280;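 active = percent inhibition above a per-plate cutoff, the plate mean of test compounds plus 3 SD, cut at about 30% in these data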;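 note: 0% = DMSO wells with GLD-1 and probe and 100% = wells lacking GLD-1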
# Target sequence (Q17339 whole entry, looked up): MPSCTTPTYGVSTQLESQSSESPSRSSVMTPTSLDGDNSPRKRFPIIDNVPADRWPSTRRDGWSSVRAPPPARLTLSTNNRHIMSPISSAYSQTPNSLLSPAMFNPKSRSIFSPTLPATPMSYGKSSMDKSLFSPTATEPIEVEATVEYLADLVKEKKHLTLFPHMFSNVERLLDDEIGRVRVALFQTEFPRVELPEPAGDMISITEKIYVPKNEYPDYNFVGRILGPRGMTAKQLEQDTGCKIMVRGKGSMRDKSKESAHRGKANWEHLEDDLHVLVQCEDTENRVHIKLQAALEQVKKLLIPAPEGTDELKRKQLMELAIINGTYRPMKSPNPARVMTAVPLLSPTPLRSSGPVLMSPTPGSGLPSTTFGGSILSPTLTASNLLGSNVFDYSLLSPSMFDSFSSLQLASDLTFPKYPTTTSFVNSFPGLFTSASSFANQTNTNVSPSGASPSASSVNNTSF
# MCL1-BIM inh – disrupts human MCL1 binding to BIM-BH3 peptide. GST-MCL1 / FITC-Bim-BH3 fluorescence polarization. 0.68% of 320,000 active. inhibition, % at 10.9 µM;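 active = inhibition above the mean inhibition of all tested compounds plus 3 SD, set per campaign, cut at about 40% in these data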;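 note: 0% = DMSO wells and 100% = unlabeled Bim-BH3 peptide control; higher means more loss of mP so more displacement of Bim peptide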
# CR mimetic SO – yeast age-related superoxide inhibition as caloric restriction mimetic | S. cerevisiae aged cells, superoxide DHE fluorescence; active compounds read low | superoxide response (% of plate mean), % at 10 µM | 0.18% of 330,000 active;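 active = superoxide response under a set limit, about three screen SD below normal, cut at about 65% in these data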;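 note: yeast aged for seven days with compound at 30 °C before DHE staining; 100% = average MFI of all compound-treated wells on the plate with controls excluded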
# MEX-5 binding – C. elegans MEX-5 TCR-2 RNA binding activity; MEX-5/FITC-TCR2 RNA binding, fluorescence polarization; active compounds read low; 0.38% of 300,000 active; activity score (negative = inhibition of binding), % at 10 µM; AID 1832; Q9XUB2;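 active = inhibition past about -25% in most replicates, and total fluorescence under double the plate's negative control median, limit read from the data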;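 note: 0% = DMSO and -100% = 5 µM competing unlabeled TCR2 RNA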
# CIT2-GFP yeast – modulators of TOR pathway CIT2-GFP in S. cerevisiae | S. cerevisiae CIT2-GFP strain, flow cytometry, 3 h; 100 means same as DMSO wells | GFP response vs DMSO, % at 10 µM | 0.065% of 320,000 active;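 active = GFP response relative to DMSO above a set limit, near the screen mean plus 3 SD, cut at about 150% in these data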;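 note: ratio of well median GFP fluorescence to mean of DMSO wells on the plate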
# Bcl-xL primary – inhibitors of human Bcl-xL; GST-Bcl-xL / FITC-Bim BH3 peptide fluorescence polarization; inhibition, % at 10.9 µM; 0.7% of 320,000 active; AID 2129;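 active = inhibition above the mean of all tested compounds plus 3 SD, cutoff set per campaign, cut at about 30% in these data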;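 note: 0% = DMSO wells and 100% = unlabeled Bim-BH3 peptide competitor; inhibitors lower millipolarization by displacing the labeled peptide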
# Target sequence (Q07817 whole entry, looked up): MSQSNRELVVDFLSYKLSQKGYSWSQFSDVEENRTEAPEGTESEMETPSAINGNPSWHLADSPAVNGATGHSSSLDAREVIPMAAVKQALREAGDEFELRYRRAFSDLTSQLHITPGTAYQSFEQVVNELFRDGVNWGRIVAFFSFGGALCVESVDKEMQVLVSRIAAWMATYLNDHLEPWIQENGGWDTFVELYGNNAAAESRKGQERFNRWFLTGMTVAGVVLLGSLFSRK
# GRK2 inh – blocks RNA aptamer binding to human GRK2; bead flow cytometry, FAM-aptamer displacement from GRK2; inhibition of aptamer binding, % at 10 µM; P25098; 0.59% of 330,000 active; AID 488847;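 active = inhibition of aptamer binding above 40%, roughly 3 SD of noise, on plates passing a quality check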;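 note: median bead fluorescence of bound FAM aptamer so fluorescent compounds give negative values; no value below 0 was filed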
# VLA-4 inh – inhibition in a human VLA-4 binding assay | VLA-4 expressing cells, ligand binding flow cytometry | inhibition, % (about 7 µM as worked out from the volumes in the protocol) | 0.2% of 330,000 active | AID 2557; in the data active = inhibition above about 50%
# Starred values were filed as active, the others as inactive; · = no result given.
SMILES,AGP1-GFP MLPCN,GLD-1 RNA inh,MCL1-BIM inh,CR mimetic SO,MEX-5 binding,CIT2-GFP yeast,Bcl-xL primary,GRK2 inh,VLA-4 inh
CCc1ccc(C(=O)COC(=O)c2cnc(C)cn2)cc1,100,5,9,93,1.9,97,0,2,2
Cc1ccc2oc(-c3cc(NC(=O)c4ncn[nH]4)ccc3O)nc2c1,105,0,3,99,1.5,104,-4,0,-7
CC(=O)c1cccc(N(C(=O)c2ccco2)C(C(=O)NC2CCCCC2)c2ccc(C)o2)c1 (centres undefined),103,-2,3,86,0.2,110,6,0,4
CCCOc1cccc(-c2nc3ccccc3c(=O)o2)c1,95,-5,-8,111,-0.2,97,2,0,-1
COCCNC(=O)COC(=O)c1ccc(S(=O)(=O)N2CCOCC2)cc1,99,-2,-10,102,1.2,90,1,2,12
COc1ccc(N=C2C(=Nc3ccc(OC)cc3)N(c3ccc(OC)cc3)C(=S)N2c2ccccc2)cc1,96,-1,-3,111,-0.3,96,4,4,10
N#CC1=C(SCC(=O)c2ccccc2)NC2=C(C(=O)CCC2)C1c1ccco1 (centres undefined),68,8,15,105,-2.5,97,14,1,2
Cc1[nH]c(=O)c(C#N)c2c1CCCC2,103,-1,-5,100,-1.2,98,0,3,7
O=C(c1ccc(Cl)c(Cl)c1)N(Cc1ccco1)c1ccc(O)cc1,106,-1,4,117,0.1,110,2,3,11
Cc1onc(-c2c(F)cccc2Cl)c1C(=O)OCC(=O)NCc1ccccc1,98,4,1,85,·,95,-2,2,5
COc1ccc(CCNC(=O)COC(=O)c2ccc(S(=O)(=O)N3CCCC3)cc2)cc1OC,99,4,·,92,·,101,·,0,-1
Cc1c(C)c2cc3c4c(oc3c(C)c2oc1=O)CCCC4,102,1,7,100,2.7,100,2,5,14
Clc1ccc(-c2nnc(CCc3ccccc3)o2)c(Cl)c1,90,-5,4,90,2.0,85,4,0,18
COc1ccc(OC)c(S(=O)(=O)N2CCC(c3nc4ccccc4[nH]3)CC2)c1,110,3,-4,108,-3.4,101,-4,1,-11
CCCCCN=C(N)N/N=C/c1c[nH]c2ccc(OC)cc12,102,4,-6,113,-1.7,98,7,0,22
Cn1c2c(c(=O)n(C)c1=O)C(c1cccc(F)c1)C(C#N)=C(N)O2 (centres undefined),·,-3,-2,101,1.1,·,1,2,-1
O=C(/C=N/O)NCc1ccncc1,98,12,5,85,-2.2,104,8,0,7
CC(C)CC(=O)NNC(=S)NCc1ccco1,97,1,4,115,-0.5,99,9,0,-3
O=C(Cc1ccc(-n2cccc2)cc1)N1CCN(c2ccccc2F)CC1,109,1,-8,100,1.0,92,12,0,4
CCCn1c(SCC(=O)Nc2cccc(C(=O)OC)c2)nnc1-c1cccnc1,93,3,-3,101,0.4,99,0,1,8
N#Cc1c(NC(=O)c2ccccc2Cl)n(Cc2ccccc2)c2nc3ccccc3nc12,105,1,-2,86,·,108,6,0,30
Cc1c(C(=O)NCCC2=CCCCC2)sc2ncnc(N3CCCCC3C)c12 (centres undefined),94,2,2,94,-1.3,89,3,1,-3
COc1ccc([C@H]2CC(=O)C=C(c3ccc(F)nc3)C2)cc1OC,108,-8,4,93,·,109,7,1,-12
CCOC(=O)c1c(-c2cccs2)csc1NC(=O)COC(=O)c1c(C)noc1C,94,7,2,88,0.0,95,2,3,-8
Cc1cc(C(=O)NCc2ccco2)c2cc(F)ccc2n1,105,9,6,117,-1.1,107,5,3,7
Cc1cc(Nc2ccc(C(=O)O)cc2)n2nc(C)nc2n1,100,2,-4,77,-3.8,100,0,0,9
COc1ccc(-c2sc(Nc3ccccc3)n[n+]2C)c(C)c1C,91,3,9,104,-2.2,79,3,0,-3
CC(C)NC(=O)CS(=O)(=O)c1ccccc1,83,4,-2,99,-0.4,69,4,1,50*
C#CCOCCOCCOCCNc1nc(N2CCN(C(=O)[C@H](CCC(=O)O)n3cc(C(N)CC(C)C)nn3)CC2)nc(N2CCN(C(=O)[C@H](CCC(=O)O)n3cc(C(N)CC(C)C)nn3)CC2)n1 (some centres undefined),73,-5,4,102,-0.5,63,7,4,18
CCN(CC)CCNC(=O)C(=O)Nc1ccc(C(=O)OC)cc1,102,2,7,94,-0.5,110,8,0,9
Cc1cc(S(=O)(=O)N2CCN(CC(=O)NCCc3cccs3)CC2)ccc1Br,104,-6,1,79,·,100,-2,0,7
CCOc1cc(C(=O)N(C)CC(=O)Nc2cccc(F)c2)ccc1OCC(=O)N1CCOCC1,110,6,-1,102,-0.1,98,-2,0,4
Fc1c(CSC(=S)N2CCOCC2)cccc1CSC(=S)N1CCOCC1,101,3,2,94,-0.7,98,4,1,2
O=C(CSc1nnc(NC(=O)c2c(F)cccc2F)s1)NC1CCCCC1,96,0,1,93,-0.6,94,4,0,1
CC1CCC2C(C1)c1sc(=O)[nH]c1SC2(C)C (centres undefined),96,5,7,100,1.1,88,9,0,-7
CN(C)CCN(C(=O)CCS(=O)(=O)c1ccccc1)c1nc2c(F)cccc2s1,95,5,-2,109,0.1,104,0,0,-7
O=C(N/N=C/c1cn(-c2ccccc2)nc1-c1ccc(F)cc1)c1ccc(Br)o1,97,10,3,104,-0.1,96,4,0,0
COc1ccc(OCCCC(=O)Nc2ccc(N3CCCCC3)cc2)cc1,107,4,3,95,0.2,104,6,0,22
O=C(COC(=O)/C=C/c1ccccc1Cl)NC1CCCCCC1,102,0,-10,115,-0.4,101,1,1,-1
CCCc1nnc(SCC(=O)NC2CCCCC2)n1CCOC,103,-1,1,88,2.3,96,3,3,8

# Molecules above with an aryl methoxy group, in the order listed:
SMILES,AGP1-GFP MLPCN,GLD-1 RNA inh,MCL1-BIM inh,CR mimetic SO,MEX-5 binding,CIT2-GFP yeast,Bcl-xL primary,GRK2 inh,VLA-4 inh
COc1ccc(N=C2C(=Nc3ccc(OC)cc3)N(c3ccc(OC)cc3)C(=S)N2c2ccccc2)cc1,96,-1,-3,111,-0.3,96,4,4,10
COc1ccc(CCNC(=O)COC(=O)c2ccc(S(=O)(=O)N3CCCC3)cc2)cc1OC,99,4,·,92,·,101,·,0,-1
COc1ccc(OC)c(S(=O)(=O)N2CCC(c3nc4ccccc4[nH]3)CC2)c1,110,3,-4,108,-3.4,101,-4,1,-11
CCCCCN=C(N)N/N=C/c1c[nH]c2ccc(OC)cc12,102,4,-6,113,-1.7,98,7,0,22
COc1ccc([C@H]2CC(=O)C=C(c3ccc(F)nc3)C2)cc1OC,108,-8,4,93,·,109,7,1,-12
COc1ccc(-c2sc(Nc3ccccc3)n[n+]2C)c(C)c1C,91,3,9,104,-2.2,79,3,0,-3
COc1ccc(OCCCC(=O)Nc2ccc(N3CCCCC3)cc2)cc1,107,4,3,95,0.2,104,6,0,22

# Back to the main list; the three compounds before the break are reprinted first.
SMILES,AGP1-GFP MLPCN,GLD-1 RNA inh,MCL1-BIM inh,CR mimetic SO,MEX-5 binding,CIT2-GFP yeast,Bcl-xL primary,GRK2 inh,VLA-4 inh
COc1ccc(OCCCC(=O)Nc2ccc(N3CCCCC3)cc2)cc1,107,4,3,95,0.2,104,6,0,22
O=C(COC(=O)/C=C/c1ccccc1Cl)NC1CCCCCC1,102,0,-10,115,-0.4,101,1,1,-1
CCCc1nnc(SCC(=O)NC2CCCCC2)n1CCOC,103,-1,1,88,2.3,96,3,3,8
Cc1cccc(CN2CCC(CNC(=O)Nc3ccc(F)c(Cl)c3)CC2)c1,96,-3,3,93,2.0,103,4,0,4
O=C(Nc1ccccc1C(=O)Nc1ccccn1)c1ccc([N+](=O)[O-])cc1,101,6,-3,89,-2.4,96,3,2,5
COc1ccc2oc(=O)c(C(=O)Nc3ccccc3C)cc2c1,92,2,10,105,-1.6,99,14,2,3
O=C(Nc1cc(F)cc(F)c1)c1sc(Cl)nc1-c1ccccc1,96,0,14,94,1.8,94,6,0,-3
CCOC(=O)C1CCCN(C(=O)c2cc(Nc3ccc(OC)cc3)nc3ccccc23)C1 (centres undefined),98,-3,-2,102,1.7,100,1,7,9
COCC(C)n1c(SCC(=O)NNC(=O)c2ccc(F)cc2)nc2ccccc2c1=O (centres undefined),96,-1,2,107,-0.1,91,0,1,-2
COc1cc(Cl)c(S(=O)(=O)N2CC(C)OC(C)C2)cc1Cl (centres undefined),99,-3,8,87,-0.9,102,7,2,-11
CCCCC1(CC)C(=O)NC(=O)NC1=Nc1ccc(OC)cc1 (centres undefined),92,7,6,101,0.6,96,6,0,14
CC(C)c1nc2scc(-c3ccc(Cl)cc3)c2c(=O)n1N,98,0,-1,84,1.3,98,-1,2,10
CN(C)S(=O)(=O)c1ccc(F)c(C(=O)Nc2ccccc2C(=O)NC2CC2)c1,102,0,0,93,·,96,1,40,5
COc1cc(CC(=O)OCC(=O)NCC(C)C)cc(OC)c1OC,109,2,5,77,0.4,111,4,2,-1
Cc1ccc(NC2=NCC(=O)N2C2CCCC2)cc1C,91,2,-9,99,-0.4,106,4,1,-9
O=C1CC2(CCN(C(=O)c3ccc(Cl)cc3)CC2)Oc2ccccc21,108,4,-3,89,-2.8,102,1,3,5
COc1ccc(-c2cn(CCC(=O)O)c(-c3ccncc3)n2)cc1,109,14,0,93,·,107,6,5,-5
COc1ccccc1C(=O)NC(=O)Nc1cccc(Cl)c1,109,6,-4,94,-0.1,107,5,0,-4
COc1ccc(-n2c(=O)cc(N3CCCCCC3)[nH]c2=O)cc1,·,2,3,104,-1.6,93,1,0,8
CNC(=S)N1N=C(c2ccc(OC)cc2)CC1c1ccc(Cl)cc1Cl (centres undefined),107,6,0,110,-0.8,102,-2,2,-8
O=C(CNS(=O)(=O)c1ccc(F)cc1)N1CCCCCC1,102,-1,3,91,-2.0,96,3,0,4
COc1ccc(C(CC(=O)O)NC(=O)COc2ccccc2)cc1OC (centres undefined),96,8,3,104,1.3,90,1,0,2
O=C(Cn1ccccc1=O)Nc1ccc(Cl)c(S(=O)(=O)N2CCCCC2)c1,107,1,8,99,·,98,5,3,1
CSc1nnc(C)c(/C=C/Nc2ccc(Cl)cc2)n1,98,-123,-37,87,-7.1,113,-11,0,13

# Entries of single compounds from above.
# CN(C)S(=O)(=O)c1ccc(F)c(C(=O)Nc2ccccc2C(=O)NC2CC2)c1 reads AGP1-GFP MLPCN = 102; GLD-1 RNA inh = 0; MCL1-BIM inh = 0; CR mimetic SO = 93; MEX-5 binding = ·; CIT2-GFP yeast = 96; Bcl-xL primary = 1; GRK2 inh = 40; VLA-4 inh = 5
# CSc1nnc(C)c(/C=C/Nc2ccc(Cl)cc2)n1 reads AGP1-GFP MLPCN = 98; GLD-1 RNA inh = -123; MCL1-BIM inh = -37; CR mimetic SO = 87; MEX-5 binding = -7.1; CIT2-GFP yeast = 113; Bcl-xL primary = -11; GRK2 inh = 0; VLA-4 inh = 13

# Screens deposited in PubChem by several laboratories.
